CHRM1 antagonist: human M1 muscarinic receptor antagonists, primary screen, CHO-K1 cells, Fluo-8 calcium fluorescence, 1536-well; CHO-K1 hM1, ACh EC80 antagonist; inhibition, % at 3 µM; hit rate 1.3% among 360,000; AID 588852, 2011;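 active = percent inhibition above its own plate's cutoff, namely the mean of that plate's compound wells plus 3 SD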;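 also: peak over basal fluorescence ratio during 140 s after agonist addition; 0% = ACh EC80 plus DMSO and 100% = DMSO alone without agonist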
CHRM5 PAM: human M5 muscarinic receptor positive allosteric modulators, primary screen, CHO-K1 cells, Fluo-8 calcium fluorescence | Muscarinic acetylcholine receptor M5 (Homo sapiens), P08912 | CHO-K1 hM5, ACh EC20 PAM; 0% = ACh EC20, 100% = ACh EC100 | activation, % at 3 µM | hit rate 0.3% among 360,000 | AID 624038, 2012;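 active = activation above the run cutoff, the mean activation of all test compounds plus 3 SD, cut at about 18% in these data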
Target sequence (P08912 whole entry, looked up): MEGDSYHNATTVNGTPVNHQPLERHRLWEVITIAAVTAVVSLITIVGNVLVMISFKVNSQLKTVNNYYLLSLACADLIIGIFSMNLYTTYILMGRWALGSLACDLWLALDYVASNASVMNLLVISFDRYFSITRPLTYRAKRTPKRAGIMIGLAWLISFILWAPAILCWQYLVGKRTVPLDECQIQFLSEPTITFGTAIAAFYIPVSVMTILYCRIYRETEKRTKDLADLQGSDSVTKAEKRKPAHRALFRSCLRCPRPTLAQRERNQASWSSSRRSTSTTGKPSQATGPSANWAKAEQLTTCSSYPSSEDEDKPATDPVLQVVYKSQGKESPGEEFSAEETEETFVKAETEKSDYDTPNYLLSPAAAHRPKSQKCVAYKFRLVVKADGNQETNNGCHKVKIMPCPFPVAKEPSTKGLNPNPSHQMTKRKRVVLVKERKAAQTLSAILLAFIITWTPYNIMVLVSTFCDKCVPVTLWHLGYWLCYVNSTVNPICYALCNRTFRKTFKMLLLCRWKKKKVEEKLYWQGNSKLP
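Replicates: One well per compound, no replicates | System: Human M5 receptor in CHO-K1 cells | Benchmarks: Low control EC20 acetylcholine (0%), high control EC100 acetylcholine (100%) | Probe or stimulus: Acetylcholine, EC20 level | Times: Fluo-8 loading 80 min at 37 °C plus 30 min room temperature | Signal: Intracellular calcium via Fluo-8 fluorescence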
TAAR1 ag: human TAAR1 agonists, primary screen, Fluo-8 calcium fluorescence, CHO RD-HGA16 cells. vehicle wells 0%, saturating PEA agonist 100%. activation, % at 3 µM. hit rate 0.99% among 360,000;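 active = activation above the mean activation of all test compounds in the run plus 3 SD, cut at about 38% in these data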
Target sequence (Q96RJ0 whole entry, looked up): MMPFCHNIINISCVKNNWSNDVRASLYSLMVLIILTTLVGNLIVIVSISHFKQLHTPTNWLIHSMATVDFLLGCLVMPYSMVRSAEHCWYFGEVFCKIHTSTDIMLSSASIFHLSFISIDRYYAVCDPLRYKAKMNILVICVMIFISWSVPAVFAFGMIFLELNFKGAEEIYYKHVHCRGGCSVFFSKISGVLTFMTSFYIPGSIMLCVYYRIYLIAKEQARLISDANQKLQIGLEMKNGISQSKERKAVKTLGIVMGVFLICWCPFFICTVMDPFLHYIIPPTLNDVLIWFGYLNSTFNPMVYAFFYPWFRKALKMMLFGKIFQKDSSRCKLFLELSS
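Benchmarks: low control DMSO, high control PEA (EC100); System: CHO RD-HGA16 cells carrying human TAAR1 plus Gα16; Detection: Fluo-8 fluorescence, 5 s baseline then 140 s kinetic read; Schedule: 17-24 h plating, Fluo-8 75 min 37 °C, 30 min RT; Read-out basis: % activation from peak over basal fluorescence ratio, DMSO-to-PEA scaled.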
CHRM1 agonist: human M1 muscarinic receptor agonists, primary screen, Fluo-8 calcium fluorescence, CHO-K1 cells, HTS; activation, % at 3 µM; hit rate 0.33% among 360,000; Muscarinic acetylcholine receptor M1 (Homo sapiens), P11229; AID 588814, 2011; CHO-K1 hM1, agonist mode; 0% DMSO, 100% acetylcholine EC100;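 active = activation above the run's mean compound activation plus 3 SD, cut at about 16% in these data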;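 also: peak over basal fluorescence ratio within a 140 s kinetic read after compound addition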
M5 antag: human M5 muscarinic receptor antagonists, primary screen, CHO cells, Fluo-8 calcium fluorescence. Muscarinic acetylcholine receptor M5 (Homo sapiens), P08912. CHO-hM5 cells, ACh EC80. inhibition, % at 3 µM. hit rate 0.59% among 360,000. AID 624040, 2012;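 active = inhibition above a per-plate cutoff, the mean of that plate's test compounds plus 3 SD, cut at about 27% in these data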;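 also: 0% = acetylcholine EC80 with DMSO and 100% = DMSO without agonist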
M4 ag: human M4 muscarinic receptor agonists, primary screen, CHO-K1 cells, Fluo-8 calcium fluorescence. AID 624127, 2012. CHO-K1 hM4/Gqi5; vehicle 0%, full acetylcholine response 100%. activation, % at 3 µM. Muscarinic acetylcholine receptor M4 (Homo sapiens), P08173. hit rate 0.14% among 360,000;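 active = activation above the run mean over all test wells plus 3 SD, cut at about 32% in these data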;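 also: peak over basal fluorescence ratio per well then scaled between controls; 0% = DMSO wells and 100% = acetylcholine at EC100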
CHRM1 PAM: human M1 muscarinic receptor positive allosteric modulators, primary screen, CHO-K1 cells, Fluo-8 calcium fluorescence, 1536-well; Muscarinic acetylcholine receptor M1 (Homo sapiens), P11229; CHO-K1 hM1, ACh EC20; 0% = ACh EC20, 100% = maximal ACh; activation, % at 3 µM; hit rate 0.088% among 360,000; AID 588819, 2011; in the data active = activation above about 19%, passing the limit was not always enough
M5 ag: human M5 muscarinic receptor agonists, primary screen, CHO-K1 cells, Fluo-8 calcium fluorescence | CHO-K1 hM5 cells; 0% DMSO wells, 100% maximal acetylcholine response | activation, % at 3 µM | hit rate 0.19% among 360,000 | AID 624037, 2012;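 active = activation above the run's mean over test compounds plus 3 SD, cut at about 23% in these data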;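 also: signal is peak over basal fluorescence ratio across the kinetic read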
CHRM4 antagonist: human M4 muscarinic receptor antagonists, primary screen, CHO cells, Fluo-8 calcium fluorescence; Muscarinic acetylcholine receptor M4 (Homo sapiens), P08173; CHO-hM4 cells, ACh EC80; inhibition, % at 3 µM; hit rate 0.73% among 360,000;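 active = inhibition above its plate's cutoff, the mean inhibition of sample wells plus 3 SD, cut at about 27% in these data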;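 also: 0% = acetylcholine EC80 with DMSO and 100% = DMSO without agonist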
* hit, by the source's call. Some of the compounds tested; count on the stated rates, not on these rows.

`COc1cc2[nH]c(=O)n(CCCCCC(=O)NCCCN3CCC(C)CC3)c(=O)c2cc1OC` gave CHRM1 antagonist -7, CHRM5 PAM 0, TAAR1 ag 5, CHRM1 agonist -5, M5 antag 2, M4 ag 0, CHRM1 PAM 5, M5 ag -2 and CHRM4 antagonist 9.
Screening CCOC(=O)[C@]12CCCC=C1N(Cc1ccco1)C(=O)[C@H](CC(=O)N1CCCC1)C2 returned CHRM5 PAM 3, TAAR1 ag 3, M5 antag -3, M4 ag 1, M5 ag 3 and CHRM4 antagonist -31.
For CCOC(=O)C1CCN(C(=O)CCCNC(=O)Cn2cnc3sc(C)c(C)c3c2=O)CC1 the results were CHRM1 antagonist -18, CHRM5 PAM -3, TAAR1 ag -1, CHRM1 agonist -6, M5 antag 16, M4 ag 0, CHRM1 PAM 15, M5 ag -1 and CHRM4 antagonist -15.
For O=C(NCCS(=O)(=O)N1CCN(c2ccccc2F)CC1)c1ccc2c(c1)OCO2 the results were CHRM1 antagonist -8, CHRM5 PAM -5, TAAR1 ag 4, CHRM1 agonist 2, M5 antag 0, M4 ag 7, CHRM1 PAM 5, M5 ag 2 and CHRM4 antagonist 6.
Screening CC(=O)N(/N=C1/C(=O)Nc2ccccc21)c1ccccc1 returned CHRM1 antagonist 5, CHRM5 PAM 8, TAAR1 ag 12, CHRM1 agonist -4, M5 antag -7, M4 ag 0, CHRM1 PAM 0, M5 ag 0 and CHRM4 antagonist -4.
Screening C/C=C/CSc1nc2c(c(=O)[nH]c(=O)n2C)n1Cc1ccc(C)cc1 returned CHRM1 antagonist 3, CHRM5 PAM -2, TAAR1 ag 3, CHRM1 agonist -4, M5 antag -7, M4 ag 0, CHRM1 PAM 1, M5 ag 1 and CHRM4 antagonist 0.
Screening COc1ccc(CCNS(=O)(=O)c2cn(C)nc2C)cc1OC returned CHRM1 antagonist -7, CHRM5 PAM 12, TAAR1 ag 1, CHRM1 agonist 4, M5 antag -4, M4 ag 1, CHRM1 PAM 12, M5 ag -1 and CHRM4 antagonist -3.
Nc1ccccc1OCCOCCOc1ccccc1N was read as CHRM1 antagonist -1, CHRM5 PAM -4, TAAR1 ag 0, CHRM1 agonist -3, M5 antag -5, M4 ag 1, CHRM1 PAM 7, M5 ag 1 and CHRM4 antagonist 1.
Screening O=C(Nc1cccc(NC(=O)c2cccs2)c1)c1ccco1 returned CHRM1 antagonist -8, CHRM5 PAM -5, TAAR1 ag 17, CHRM1 agonist -1, M5 antag 3, M4 ag 5, CHRM1 PAM 2, M5 ag 1 and CHRM4 antagonist -2.
Screening CC(=NNC(=S)Nc1cccc(C)c1)c1ccccn1 returned CHRM1 antagonist -16, CHRM5 PAM 4, TAAR1 ag 4, CHRM1 agonist -3, M5 antag -2, M4 ag 0, CHRM1 PAM 2, M5 ag -6 and CHRM4 antagonist -9.
Screening Cc1nn(C)cc1CN(C)C(=O)c1cc(COc2ccc(F)cc2F)on1 returned CHRM1 antagonist -7, CHRM5 PAM -3, TAAR1 ag 5, CHRM1 agonist -3, M5 antag -6, M4 ag 3, CHRM1 PAM -2, M5 ag 3 and CHRM4 antagonist -3.
N/C(Cc1ccc(Cl)cc1)=N\OC(=O)Cc1ccc([N+](=O)[O-])cc1 was read as CHRM1 antagonist 9, CHRM5 PAM -6, TAAR1 ag 15, CHRM1 agonist -7, M5 antag -7, M4 ag -1, CHRM1 PAM -11, M5 ag -5 and CHRM4 antagonist 9.
For CN(C)c1ccc(-n2cccc2/C=C/[N+](=O)[O-])cc1 the results were CHRM1 antagonist -10, CHRM5 PAM 3, TAAR1 ag -4, CHRM1 agonist -4, M5 antag 15, M4 ag 0, CHRM1 PAM 10, M5 ag 3 and CHRM4 antagonist 1.
Screening CCc1noc(C)c1C(=O)N1CCSC1=Nc1cccc(Cl)c1C returned CHRM1 antagonist -6, CHRM5 PAM -11, TAAR1 ag 0, CHRM1 agonist -4, M5 antag 9, M4 ag -1, CHRM1 PAM 9, M5 ag -6 and CHRM4 antagonist -9.
`CC(=O)C1=C(C)NC(SCC(=O)c2ccc(Cl)cc2)=C(C#N)C1c1ccco1` (stereo unspecified) gave CHRM1 antagonist -31, CHRM5 PAM -8, TAAR1 ag 9, CHRM1 agonist -1, M5 antag 2, M4 ag 11, CHRM1 PAM 3, M5 ag 3 and CHRM4 antagonist -7.
`CN(C(=O)COc1cc(=O)n(C)c2ccccc12)c1ccc(Cl)cc1` gave CHRM1 antagonist -7, CHRM5 PAM -1, TAAR1 ag 1, CHRM1 agonist -6, M5 antag 11, M4 ag 1, CHRM1 PAM 5, M5 ag 2 and CHRM4 antagonist 5.
Screening CN(Cc1ccccc1)c1nc2c(c(=O)[nH]c(=O)n2C)n1CCCSc1ncccn1 returned CHRM1 antagonist -7, CHRM5 PAM -9, TAAR1 ag 12, CHRM1 agonist -1, M5 antag 2, M4 ag 6, CHRM1 PAM 6, M5 ag -11 and CHRM4 antagonist 3.
Screening O=C1c2ccccc2C(Nc2ccc(-c3nc4ccccc4[nH]3)cc2)N1Cc1ccco1 (stereo unspecified) returned CHRM1 antagonist -1, CHRM5 PAM -12, TAAR1 ag 2, CHRM1 agonist -12, M5 antag 2, M4 ag 5, CHRM1 PAM -5, M5 ag -2 and CHRM4 antagonist 18.
O=C(NC(c1ccc(F)cc1)c1ccc2ccccc2n1)C1CCN(CCOc2ccc(F)cc2)CC1 (stereo unspecified) was read as CHRM1 antagonist -7, CHRM5 PAM -6, TAAR1 ag 7, CHRM1 agonist -4, M5 antag 2, M4 ag 8, CHRM1 PAM -3, M5 ag -2 and CHRM4 antagonist -8.
For c1cncc(-c2nc(NCc3ccc4c(c3)OCO4)c3ccccc3n2)c1 the results were CHRM1 antagonist 0, CHRM5 PAM -7, TAAR1 ag 2, CHRM1 agonist -4, M5 antag -3, M4 ag 11, CHRM1 PAM -7, M5 ag -15 and CHRM4 antagonist -7.
Screening O=C(NCc1ccccc1)c1onc(CSc2ccc(Cl)cc2)c1C(=O)NCc1ccccc1 returned CHRM1 antagonist 1, CHRM5 PAM 5, TAAR1 ag 15, CHRM1 agonist -1, M5 antag -1, M4 ag 1, CHRM1 PAM -1, M5 ag 2 and CHRM4 antagonist 2.
Screening Cc1cc(C)c2cc(CN(CCO)Cc3nnnn3Cc3ccc(F)cc3)c(=O)[nH]c2c1 returned CHRM1 antagonist -10, CHRM5 PAM 3, TAAR1 ag 9, CHRM1 agonist -1, M5 antag -3, M4 ag 0, CHRM1 PAM 11, M5 ag 3 and CHRM4 antagonist 3.
Cc1ccc(C(=O)Nc2cnc3sc(C)nn3c2=O)cc1 was read as CHRM1 antagonist -12, CHRM5 PAM -5, TAAR1 ag 4, CHRM1 agonist -2, M5 antag 4, M4 ag 3, CHRM1 PAM 9, M5 ag 0 and CHRM4 antagonist 2.
For CC(C)(C)C(=O)Nc1ccccc1C(=O)NCCC(=O)Nc1ccccc1 the results were CHRM1 antagonist 0, CHRM5 PAM 6, TAAR1 ag 4, CHRM1 agonist -2, M5 antag -4, M4 ag 8, CHRM1 PAM 2, M5 ag 2 and CHRM4 antagonist -27.
Screening COc1c(C)cc(C(=O)C2CCCN(C(=O)c3ccc4cc[nH]c4c3)C2)cc1C (stereo unspecified) returned CHRM1 antagonist -6, CHRM5 PAM 0, TAAR1 ag 3, CHRM1 agonist -8, M5 antag 8, M4 ag 1, CHRM1 PAM -1, M5 ag -3 and CHRM4 antagonist -2.
CCN(CC)C(=O)CSc1nnc(-c2cccs2)n1Cc1ccco1 was read as CHRM1 antagonist -8, CHRM5 PAM 0, TAAR1 ag 0, CHRM1 agonist -3, M5 antag 5, M4 ag 1, CHRM1 PAM 9, M5 ag 0 and CHRM4 antagonist -4.
For Cc1ccnc(N/N=C/c2ccco2)n1 the results were CHRM1 antagonist -16, CHRM5 PAM 3, TAAR1 ag 0, CHRM1 agonist -2, M5 antag 7, M4 ag 1, CHRM1 PAM 6, M5 ag -1 and CHRM4 antagonist -8.
CCOC(=O)c1c(-c2ccccc2)oc2ccc(OCC)cc12 was read as CHRM1 antagonist 1, CHRM5 PAM 4, TAAR1 ag 4, CHRM1 agonist -6, M5 antag -6, M4 ag -1, CHRM1 PAM 3, M5 ag -2 and CHRM4 antagonist 4.
`COc1ccc(CCNC(=O)C2CC(=O)N(C3CCCCCCC3)C2)cc1OC` (stereo unspecified) gave CHRM1 antagonist 0, CHRM5 PAM -9, TAAR1 ag 3, CHRM1 agonist 2, M5 antag 0, M4 ag 0, CHRM1 PAM 1, M5 ag 0 and CHRM4 antagonist 3.

Molecules from the list above that have a Cl atom, in the order listed:
N/C(Cc1ccc(Cl)cc1)=N\OC(=O)Cc1ccc([N+](=O)[O-])cc1 was read as CHRM1 antagonist 9, CHRM5 PAM -6, TAAR1 ag 15, CHRM1 agonist -7, M5 antag -7, M4 ag -1, CHRM1 PAM -11, M5 ag -5 and CHRM4 antagonist 9.
Screening CCc1noc(C)c1C(=O)N1CCSC1=Nc1cccc(Cl)c1C returned CHRM1 antagonist -6, CHRM5 PAM -11, TAAR1 ag 0, CHRM1 agonist -4, M5 antag 9, M4 ag -1, CHRM1 PAM 9, M5 ag -6 and CHRM4 antagonist -9.
`CC(=O)C1=C(C)NC(SCC(=O)c2ccc(Cl)cc2)=C(C#N)C1c1ccco1` (stereo unspecified) gave CHRM1 antagonist -31, CHRM5 PAM -8, TAAR1 ag 9, CHRM1 agonist -1, M5 antag 2, M4 ag 11, CHRM1 PAM 3, M5 ag 3 and CHRM4 antagonist -7.
`CN(C(=O)COc1cc(=O)n(C)c2ccccc12)c1ccc(Cl)cc1` gave CHRM1 antagonist -7, CHRM5 PAM -1, TAAR1 ag 1, CHRM1 agonist -6, M5 antag 11, M4 ag 1, CHRM1 PAM 5, M5 ag 2 and CHRM4 antagonist 5.
Screening O=C(NCc1ccccc1)c1onc(CSc2ccc(Cl)cc2)c1C(=O)NCc1ccccc1 returned CHRM1 antagonist 1, CHRM5 PAM 5, TAAR1 ag 15, CHRM1 agonist -1, M5 antag -1, M4 ag 1, CHRM1 PAM -1, M5 ag 2 and CHRM4 antagonist 2.

Assay outcomes from PubChem.
